Screens (PubChem BioAssay)
Rab9 promoter act: qHTS Assay for Rab9 Promoter Activators; Huh7 Rab9 promoter-luciferase reporter, luminescence, 24 h; Potency, µM (highest dose often 9.22 µM), for the others: at the highest dose activation, negative = inhibition, actives largely listed as activators; hit rate 2.8% among 320,000; also: potency is read from the fitted curve at half-maximal effect; % of control where 0% means no effect; nearly all actives have a fitted effect of over 60% in size
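Promoter activation is measured as luciferase luminescence in Huh7 cells stably transfected with a Rab9 promoter–luciferase construct, following 24 h compound exposure at 37 °C and 10 min reagent incubation at ambient temperature.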
VP16 counter: VP16 counterscreen qHTS for inhibitors of ROR gamma transcriptional activity | Drosophila S2 Gal4-VP16 UAS-luciferase, luminescence, 20 h | Potency, µM (highest dose often 53.6 µM), inactives show at the highest dose activity, negative = inhibition, usual class: inhibitors | hit rate 3.5% among 310,000 | AID 2546, 2010;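 also: Gal4-VP16 expression switched on by copper sulfate through the metallothionein promoter; potency is read from the fitted curve at half-maximal effect; % is scaled to controls: 0 for no effect and ±100 for the full control effect; nearly all actives have a fitted effect of over 50% in size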
KCNH2 3.1 block: qHTS for Inhibitors of KCHN2 3.1: Mutant qHTS; Potassium voltage-gated channel subfamily H member 2, brain isoform KCNH2 3.1 (human); U2OS KCNH2 3.1, thallium flux FluxOr; stronger effect = lower value; activity change, % (tested at about 1.8 µM); hit rate 0.95% among 340,000; AID 720553, 2013;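 active = maximum activity change below -70%; inconclusive = maximum activity change from -70% to -50%; inactive = maximum activity change above -50%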;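 also: thallium influx rate constant from kinetic fluorescence after stimulation buffer; % is scaled to controls: 0 for no effect and ±100 for the full control effect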
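Virally transduced U2OS (3.1 isoform, 4 h infection in dark at RT) → overnight 37 C → FluxOr + Red40 in HBSS/HEPES, 45 min → stimulation buffer, 2 min kinetic read → rate constant vs DMSO controls.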
Giardia kill: Small Molecules that selectively kill Giardia lamblia: qHTS | Giardia lamblia trophozoite viability | activity change, % at 7.66 µM, hits read low | hit rate 0.15% among 340,000 | AID 540267, 2011; in the data active = activity change below about -80%; inconclusive = between about -30% and that limit;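 also: parasites exposed to compound for two days anaerobically before the ATP read; % is scaled to controls: 0 for no effect and ±100 for the full control effect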
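Luminescent ATP signal served as the viability read-out, measured 15-30 min after adding ATP detection reagent to trophozoites that had been incubated with compounds for 48 hrs at 37 deg C anaerobically at 100 cells/well.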
Coupling enz: qHTS Assay for Inhibitors of Fructose-1,6-bisphosphate Aldolase from Giardia Lamblia: Coupling assay counterscreen; activity change, negative = inhibition, % at 58.2 µM, hits read low; coupling enzyme system counterscreen, AmpLite Red fluorescence; AID 2472, 2010; hit rate 0.67% among 290,000; in the data active = activity change below about -30%; also: % is scaled to controls: 0 for no effect and ±100 for the full control effect
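Final compound at 57.5 uM, incubated 10 min at RT with coupling enzyme reagent (glyceraldehyde-3-phosphate), then 20 min with substrate and AmpLite Red detection. Fluorescence read at 525/598 nm; tests interference with the coupling assay, not aldolase inhibition.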
uPA generation: qHTS for Inhibitors of Cell Surface uPA Generation | cell surface uPA generation assay, qHTS | AID 540303, 2011 | Potency, µM (series often up to 38.3 µM), for inactives: at the top dose activity change, negative = inhibition, most hits filed as inhibitors | hit rate 0.31% among 330,000; active = well fitted inhibition curve with a large enough effect; inconclusive = small, poorly fitted or top-dose-only effect; inactive = no such curve, though single readings can be large or run the other way; tested in mouse RAW 264.7 cells; also: potency is read from the fitted curve at half-maximal effect; % is scaled to controls: 0 for no effect and ±100 for the full control effect; nearly all actives have a fitted effect of over 55% in size
Tb PFK block: qHTS Assay to Find Inhibitors of T. brucei phosphofructokinase. T. brucei PFK, ADP-Glo luminescence. Potency, µM (top dose mostly 57.5 µM), for the others: at the highest dose activity, negative = inhibition, usual class: inhibitors. hit rate 0.17% among 330,000. AID 485367, 2010;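 also: potency is read from the fitted curve at half-maximal effect; 0% = uninhibited 1x PFK enzyme wells and -100% = no-enzyme wells; nearly all actives have a fitted effect of over 60% in size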
Target sequence (O15648 whole entry, looked up): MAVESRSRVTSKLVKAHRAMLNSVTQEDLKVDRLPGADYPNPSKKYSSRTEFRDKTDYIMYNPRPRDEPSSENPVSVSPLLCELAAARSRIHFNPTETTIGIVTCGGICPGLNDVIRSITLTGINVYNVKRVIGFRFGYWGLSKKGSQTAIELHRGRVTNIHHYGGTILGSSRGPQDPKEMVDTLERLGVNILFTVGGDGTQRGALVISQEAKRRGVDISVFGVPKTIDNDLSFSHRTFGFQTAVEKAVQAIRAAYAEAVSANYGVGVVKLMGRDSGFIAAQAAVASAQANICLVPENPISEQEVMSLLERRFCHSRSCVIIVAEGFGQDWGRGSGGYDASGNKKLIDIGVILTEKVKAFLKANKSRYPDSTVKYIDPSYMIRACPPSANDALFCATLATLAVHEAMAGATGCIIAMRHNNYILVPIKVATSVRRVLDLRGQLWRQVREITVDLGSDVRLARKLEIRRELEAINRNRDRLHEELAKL
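ADP-Glo luminescence quantified ADP after 45 min at room temperature, with 1.25 nM T. brucei PFK, 0.1 mM ATP and 0.5 mM fructose-6-phosphate in pH 8.0 TEA buffer. qHTS titrations up to 57 µM; curves classified by quality.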
NPC1 promoter act: qHTS Assay for NPC1 Promoter Activators. Potency, µM (series often up to 9.22 µM), for the others: top-dose activation, hits mostly activators. Huh7 NPC1 promoter luciferase reporter, 24 h. hit rate 2.4% among 320,000;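 also: potency is read from the fitted curve at half-maximal effect; % of control where 0% means no effect; nearly all actives have a fitted effect of over 60% in size; reporter is driven by a mutant NPC1 promoter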
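Luciferase expression driven by the NPC1 promoter was measured in stably transfected Huh7 cells after a 24 h compound incubation, using a luciferase reagent and a luminescence read.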
RORgamma inh: qHTS for inhibitors of ROR gamma transcriptional activity; Nuclear receptor ROR-gamma (Mus musculus), P51450; Drosophila S2 Gal4-RORgamma UAS-luciferase reporter, 20 h; Potency, µM (titrated, usually from 53.6 µM), for inactives: at the top dose activity change, negative = inhibition, actives largely listed as inhibitors; hit rate 5.4% among 310,000; AID 2551, 2010; also: potency is read from the fitted curve at half-maximal effect; % is scaled to controls: 0 for no effect and ±100 for the full control effect; nearly all actives have a fitted effect of over 60% in size
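Luminescence from a UAS-regulated Photinus luciferase reporter in stably transfected Drosophila Schneider cells is measured; decreased signal marks ROR gamma inhibition. Fusion expression is induced by 700 uM copper sulfate for 20 hr.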
ELG1 genotox: qHTS screen for small molecules that induce genotoxicity in human embryonic kidney (HEK293T) cells expressing luciferase-tagged ELG1 | hit rate 1.3% among 330,000 | HEK293T ELG1-luciferase reporter, luminescence, 16 h | Potency, µM (series often up to 46 µM), for the others: at the highest dose activity change, positive = activation, hits mostly activators | AID 504466, 2011; also: potency is read from the fitted curve at half-maximal effect; % of control where 0% means no effect; nearly all actives have a fitted effect of over 60% in size
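Cells (2,000/well) expressing the ELG1-luciferase fusion are dosed by pin tool and kept 16 hr at 37 °C, 5% CO2. Signal comes from ONE-Glo luciferase reagent after 30 min at room temperature.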
FLuc counter: qHTS profiling assay for firefly luciferase inhibitor/activator using purifed enzyme and Km concentrations of substrates (counterscreen for miR-21 project). AID 588342, 2011. Potency, µM (highest dose often 57.5 µM), inactives show at the highest dose activity change, negative = inhibition, hits mostly inhibitors. purified FLuc, Km substrates, luminescence inhibition. hit rate 6.9% among 360,000;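 also: potency is read from the fitted curve at half-maximal effect; plate controls were vehicle for no effect and reference inhibitor for full effect; nearly all actives have a fitted effect of over 55% in size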
Target sequence (P08659 whole entry, looked up): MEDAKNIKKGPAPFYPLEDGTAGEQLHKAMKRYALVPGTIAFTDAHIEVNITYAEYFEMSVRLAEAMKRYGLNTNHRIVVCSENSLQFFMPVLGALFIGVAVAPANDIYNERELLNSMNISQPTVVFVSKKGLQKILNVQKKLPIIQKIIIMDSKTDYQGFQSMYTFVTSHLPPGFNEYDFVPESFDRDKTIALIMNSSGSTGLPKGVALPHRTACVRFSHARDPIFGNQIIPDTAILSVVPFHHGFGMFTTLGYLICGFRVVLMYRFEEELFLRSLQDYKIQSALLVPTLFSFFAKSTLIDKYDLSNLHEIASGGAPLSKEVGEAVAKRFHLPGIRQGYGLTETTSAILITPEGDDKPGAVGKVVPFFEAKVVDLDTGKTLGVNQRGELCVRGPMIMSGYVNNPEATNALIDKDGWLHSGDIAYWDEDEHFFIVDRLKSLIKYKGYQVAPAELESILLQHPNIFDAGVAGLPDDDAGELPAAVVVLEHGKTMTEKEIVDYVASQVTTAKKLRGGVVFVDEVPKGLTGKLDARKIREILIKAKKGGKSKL
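Purified P. pyralis luciferase (10nM final) with 10uM D-luciferin and 10uM ATP (Km levels) in 50mM Tris acetate pH 7.5, 10mM Mg acetate, 0.01% Tween-20, 0.05% BSA; qHTS 6-point titration, ~60 µM downward; luminescence read.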
Active calls of the source: *; ? = inconclusive; · = not tested or not shown. Unless noted, calls follow the shape of the dose curve; as a rule, active = well fitted curve in the direction sought with a large enough effect; inconclusive = small, poorly fitted or top-dose-only effect, or another doubt; inactive = no such curve, though single readings can be large; an effect the other way counts as inactive or inconclusive. Compounds were not picked by outcome. Share with any hit: about 14%.

SMILES	Rab9 promoter act	VP16 counter	KCNH2 3.1 block	Giardia kill	Coupling enz	uPA generation	Tb PFK block	NPC1 promoter act	RORgamma inh	ELG1 genotox	FLuc counter
O=C(O)C1=C[C@H](c2ccc(Br)cc2)C[C@H](OCCCCO)O1	1%	0%	·	-21	5	-1%	0%	0%	3%	3%	-8%
CCOc1ccc(C(C(=O)NC2CCCCC2)N(C(=O)Cc2cccs2)c2ccc(-n3cnnn3)c(OC)c2)cc1 (stereo not given)	2%	-1%	-45	2	5	-9%	7%	-8%	6%	17%	2%
COc1ccc(O)c(/C=N/c2sc(C)c(C)c2C#N)c1	-3%	-2%	1	10	0	-2%	-5%	1%	-15%	7%	-19%
COc1ccc([N+](=O)[O-])cc1NC(=O)/C=C/C(=O)O	0%	-14%	21	17	4	7%	-1%	0%	-4%	1%	3%
CC(C)CNC(=O)CCCc1c[nH]c2ccccc12	0%	-8%	-12	10	-6	1%	-2%	-1%	142%	-2%	-6%
COc1cc2oc(=O)cc(-c3cccc(-c4ccc(C(F)(F)F)cc4)c3)c2c(OC)c1OC	·	-20%	-11	10	-9	5%	0%	·	24%	3%	·
CCc1nnc(NC(=O)C2CCCN(S(=O)(=O)c3ccccc3)C2)s1 (stereo not given)	-3%	17%	15	-14	0	4%	0%	0%	18%	-7%	6%
CCC(=O)Nc1ccc(C(=O)N/N=C/c2ccccc2[N+](=O)[O-])cc1	18%	-8%	0	0	-2	·	-2%	1%	3%	?	-9%
COc1ccc(NC(=O)N2CCCC2C(=O)NCc2ccccc2Cl)cc1 (stereo not given)	8%	2%	1	-7	-4	5%	-16%	1%	?	-7%	-5%
Cc1ccc(S(=O)(=O)N2CCN(c3ccnc4cc(Cl)ccc34)CC2)cc1C	-1%	?	18	15	0	-4%	3%	-1%	16%	-10%	0%
Cc1ccc(-n2ncc3c(N4CCCC(C)C4)ncnc32)c(C)c1 (stereo not given)	2µM*	-9%	2	-7	-6	?	2%	3.2µM*	12%	?	7.6µM*
CC1(C)CC2CC(C)(CN2C(=S)NC(=O)c2ccccc2Cl)C1 (stereo not given)	-1%	1µM*	1	13	4	0%	-8%	0%	1.3µM*	-4%	2%
CNC(=O)CN(c1ccc(OC)cc1)S(=O)(=O)c1ccc(F)cc1	-4%	-11%	-7	7	4	0%	0%	-3%	?	0%	6%
Cc1cccc(NC(=O)C2CCN(S(=O)(=O)c3c(C)nn(C)c3C)CC2)n1	0%	-14%	5	16	2	6%	-7%	0%	?	10%	-2%
Cc1ccccc1C(=O)Nc1ccccn1	·	16%	-4	9	3	2%	·	·	3%	·	-13%

A draw from above in order of molecular weight, largest number first:
SMILES	Rab9 promoter act	VP16 counter	KCNH2 3.1 block	Giardia kill	Coupling enz	uPA generation	Tb PFK block	NPC1 promoter act	RORgamma inh	ELG1 genotox	FLuc counter
Cc1ccc(S(=O)(=O)N2CCN(c3ccnc4cc(Cl)ccc34)CC2)cc1C	-1%	?	18	15	0	-4%	3%	-1%	16%	-10%	0%
CC1(C)CC2CC(C)(CN2C(=S)NC(=O)c2ccccc2Cl)C1 (stereo not given)	-1%	1µM*	1	13	4	0%	-8%	0%	1.3µM*	-4%	2%
COc1ccc(O)c(/C=N/c2sc(C)c(C)c2C#N)c1	-3%	-2%	1	10	0	-2%	-5%	1%	-15%	7%	-19%

Just ELG1 genotox, FLuc counter and VP16 counter, for six of the compounds above:
mol	ELG1 genotox	FLuc counter	VP16 counter
COc1ccc(NC(=O)N2CCCC2C(=O)NCc2ccccc2Cl)cc1 (stereo not given)	-7%	-5%	2%
Cc1ccc(S(=O)(=O)N2CCN(c3ccnc4cc(Cl)ccc34)CC2)cc1C	-10%	0%	?
Cc1ccc(-n2ncc3c(N4CCCC(C)C4)ncnc32)c(C)c1 (stereo not given)	?	7.6µM*	-9%
CC1(C)CC2CC(C)(CN2C(=S)NC(=O)c2ccccc2Cl)C1 (stereo not given)	-4%	2%	1µM*
CNC(=O)CN(c1ccc(OC)cc1)S(=O)(=O)c1ccc(F)cc1	0%	6%	-11%
Cc1cccc(NC(=O)C2CCN(S(=O)(=O)c3c(C)nn(C)c3C)CC2)n1	10%	-2%	-14%

The list continues.
SMILES	Rab9 promoter act	VP16 counter	KCNH2 3.1 block	Giardia kill	Coupling enz	uPA generation	Tb PFK block	NPC1 promoter act	RORgamma inh	ELG1 genotox	FLuc counter
O=C(NCC1CCCO1)C(c1cccnc1)N(C(=O)Cc1cccs1)c1cccnc1 (stereo not given)	3%	-5%	1	12	5	16%	-3%	-3%	1%	0%	1%
O=C(NCC1CCCO1)c1ccc(CS(=O)(=O)c2ccc(Br)cc2)o1 (stereo not given)	3%	6%	16	1	2	8%	-3%	-1%	-1%	-1%	6%
c1ccc(-c2nc(NCCCN3CCOCC3)c3ccccc3n2)cc1	10%	7%	-2	20	-3	-1%	5%	4%	-5%	-12%	-1%
CC(=O)Nc1cccc(/C(C)=N/NC(=O)c2cc(-c3ccncc3)nc3ccccc23)c1	0%	-7%	11	6	3	2%	-4%	-2%	-7%	-3%	?
O=C(NCc1ccccc1)C(c1c(F)cccc1Cl)N(C(=O)c1csnn1)C1CC1 (stereo not given)	-2%	6%	11	25	-1	5%	1%	0%	1%	-1%	1%
O=C(Cc1c(F)cccc1Cl)NCC(=O)OCc1ccccc1	0%	·	-1	-8	·	-8%	0%	4%	·	5%	0%
CCn1nnnc1SCC(=O)Nc1nc(-c2cccs2)cs1	1%	25%	3	20	-5	-2%	1%	0%	?	6%	?
CCOc1ccc(NS(=O)(=O)c2ccc(C(=O)NCC(C)(C)N3CCOCC3)cc2)cc1	0%	·	-16	3	·	-1%	-7%	-4%	·	-3%	-1%
C=CCN1C(=O)C2(NNc3ccccc3O2)c2ccccc21 (stereo not given)	16%	-7%	-36	-7	-4	-8%	0%	4%	-13%	16%	?
CCN1CCN(C(=O)C2CCN(c3nnc(-n4c(C)ccc4C)s3)CC2)CC1	3%	5%	0	6	-1	?	3%	-4%	-24%	?	1%
CC1=CC2=NC(=O)/C(=C\c3ccc(-c4ccc(Cl)cc4)o3)C(=N)N2O1	28%	2%	·	·	-1	·	0%	20%	22%	11%	-12%
COc1ccc2nc(N3CCN(C(=O)c4ccc([N+](=O)[O-])o4)CC3)sc2c1	26%	·	-1	-99*	·	-12%	-1%	-2%	·	1%	?
Cc1c(N2C(=O)CSC2c2ccccc2)c(=O)n(-c2ccccc2)n1C (stereo not given)	0%	-5%	6	-9	3	2%	5%	2%	7%	-1%	-3%
O=C(CSc1nc2ccc(Cl)cc2[nH]1)c1c[nH]c2ccccc12	-5%	-15%	-1	-12	-6	3%	3%	-3%	33%	-3%	1%
CCCCCCc1cc2cc(S(=O)(=O)c3ccc(F)c(Cl)c3)c(=O)oc2cc1O	-9%	4µM*	-15	-30	-1	-9%	-6%	-6%	?	-5%	0%
C=Cn1c(C(=O)O)ccc1-c1ccc(CC)cc1	0%	-13%	1	-22	23	3%	-4%	7%	-14%	7%	21µM*
CC(=O)c1ccc(NC(=O)C2C3CCC(C3)C2C(=O)O)cc1 (stereo not given)	-2%	-4%	38	-10	3	2%	0%	3%	-22%	-3%	0%
O=c1c2c([nH]c3ccccc13)CCCC2	2%	?	20	6	1	-2%	-7%	4%	?	-4%	-1%
COc1ccc(C(=O)C2CCCN(C(=O)c3cccc(N(C)C)c3)C2)cc1OC (stereo not given)	-2%	7%	9	5	·	-9%	4%	-3%	39%	-1%	1%
O=C1NC(c2ccc(-c3ccccc3[N+](=O)[O-])o2)C(C(=O)c2ccc(Cl)cc2)C(O)(C(F)(F)F)N1 (stereo not given)	-2%	?	-22	-12	-3	3%	-2%	1%	-12%	0%	4%
CCn1nnc(-c2ccc(N)cc2)n1	4%	-7%	·	8	4	6%	2%	-9%	5%	11%	-2%
CCCCOCC1CN(c2ccccc2)C(=O)CS1 (stereo not given)	-3%	0%	0	-14	2	-3%	-2%	3%	2%	0%	0%
